PP1 inh: counter-screen for PP5 inhibitors: inhibitors of human PP1-alpha; P62136; purified PP1alpha, OMFP fluorescence; inhibition, % at 6.7 µM; hit rate 0.9% among 320,000; AID 2235;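 active = inhibition above the mean inhibition of all tested compounds plus 3 SD, computed separately for each screening campaign, cut at about 15% in these data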
Efflux pump mplx: blocks antifungal efflux pumps in multiplex yeast assay; AID 485275; hit rate 0.44% among 330,000; inhibition, % at 10 µM; S. cerevisiae Candida pump triplex, Nile Red efflux;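 active = plate passing quality check with inhibition over a set limit, or well fluorescence over plate mean plus 4 SD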;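 also: Nile Red retained in pooled yeast measured as flow cytometry median fluorescence; 0% = buffer negative control and 100% = Enniatin B positive control; higher means more Nile Red kept so more efflux inhibition; some compounds called inactive have numbers as strong as hits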
proCasp3 act: activators of human procaspase-3 | P42574 | recombinant procaspase-3 D3A, Ac-DEVD-pNA absorbance 405 nm | activation, % at 8.5 µM | hit rate 0.11% among 330,000;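 active = activation above the mean of all tested compounds plus 3 SD, cut at about 21% in these data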;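 also: 0% = DMSO alone and 100% = DMSO wells spiked with extra 5 µM PC-3 D3A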
Target sequence (P42574 whole entry D9A/D28A/D175A): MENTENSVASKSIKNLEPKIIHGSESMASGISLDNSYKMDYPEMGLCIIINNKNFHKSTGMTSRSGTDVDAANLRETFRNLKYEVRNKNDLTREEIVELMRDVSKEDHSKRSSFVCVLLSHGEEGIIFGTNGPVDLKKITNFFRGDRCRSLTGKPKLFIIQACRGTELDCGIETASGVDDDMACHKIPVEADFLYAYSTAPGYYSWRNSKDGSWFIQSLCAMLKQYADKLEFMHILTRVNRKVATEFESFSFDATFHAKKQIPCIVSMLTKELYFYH
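Assay system – Procaspase-3 D3A mutant, all three cleavage aspartates alanine · Controls – DMSO-only low control, 5 µM PC-3 D3A high control · Schedule – 1 h compound preincubation, 2 h substrate hydrolysis at 25 °C · Signal – 405 nm absorbance of p-nitroaniline, reads at 0 and 120 min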
TPT1 inhibitor: inhibitors of Candida albicans tRNA 2'-phosphotransferase TPT1. recombinant caTPT1, FP RNA substrate dephosphorylation. inhibition, % at 5 µM. hit rate 0.81% among 300,000;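 active = inhibition above the mean of all tested compounds plus 3 SD, set per screening campaign, cut at about 24% in these data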;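 also: plate controls were DMSO alone for no effect and ferristatin control at 100 nM for full effect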
HCV core dimer: HCV core protein dimerization inhibition | inhibition, % at 5 µM | hit rate 0.33% among 300,000 | TR-FRET GST/Flag-core106 dimerization, 1536-well;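 active = inhibition above the mean of all tested compounds plus 3 SD, set per screening campaign, cut at about 45% in these data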
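Assay system: GST-tagged and Flag-tagged HCV core protein residues 1-106 / Times: compound-protein-antibody incubation 4 h at 22.5 °C / Signal: time-resolved FRET, ex 340 nm, em 617 and 671 nm / Evaluation: % inhibition based on acceptor/donor emission ratio / Benchmarks: wells lacking GST-core106 and wells with excess unlabelled core106 / Repeats: singlicate, one well per compound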
JMJD2C inh: blocks human GASC-1 demethylase activity; Q9H3R0; GST-JMJD2C(1-420) H3K9me3 demethylation, DELFIA europium; inhibition, % at 2.35 µM; hit rate 0.069% among 330,000;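 active = more than half of a compound's replicate wells show inhibition beyond 50%, single wells judged on their own value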;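 also: signal counts dimethyl H3K9 product captured on neutravidin plate; 0% = median of DMSO wells and 100% = 0.3 times that DMSO median; strong numbers were not always called active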
procasp7 counter: counter-screen for procaspase-3 activators: activators of human procaspase-7; P55210; recombinant procaspase-7, Ac-DEVD-pNA absorbance 405 nm; D23A/D198A/D206A triple mutant, cannot self-cleave; scale: DMSO 0, 5 µM enzyme 100; activation, % at 8.5 µM; hit rate 0.093% among 330,000;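 active = percent activation above the screen-wide mean plus 3 SD, cut at about 25% in these data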
Target sequence (P55210 whole entry D23A/D198A/D206A): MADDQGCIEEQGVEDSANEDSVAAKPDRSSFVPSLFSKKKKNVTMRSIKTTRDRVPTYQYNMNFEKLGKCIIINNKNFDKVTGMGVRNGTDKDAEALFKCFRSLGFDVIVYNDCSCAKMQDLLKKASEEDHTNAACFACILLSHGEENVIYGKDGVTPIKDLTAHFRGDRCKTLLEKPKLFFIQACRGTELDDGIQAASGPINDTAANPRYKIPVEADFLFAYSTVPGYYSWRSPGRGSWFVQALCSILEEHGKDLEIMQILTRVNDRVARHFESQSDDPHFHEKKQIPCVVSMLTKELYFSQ
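System: Procaspase-7 triple mutant (PC-7 D3A); measure: % activation from two-timepoint absorbance difference, scaled to controls; times: 1 h compound preincubation, 2 h substrate cleavage, 25 °C; also added: Ac-DEVD-pNA substrate, 400 µM as added; measured by: Epi-absorbance of released pNA at 405 nm, two timepoints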
PP5 inh: PP5 (human) phosphatase inhibition; purified PP5c, OMFP substrate fluorescence; inhibition, % at 6.7 µM; hit rate 0.18% among 320,000; AID 1987;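 active = inhibition above the campaign's mean inhibition across all tested compounds plus 3 SD, cut at about 9.5% in these data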;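 also: 0% = DMSO only and 100% = 100 µM cantharidin control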
Target sequence (P53041 whole entry, looked up): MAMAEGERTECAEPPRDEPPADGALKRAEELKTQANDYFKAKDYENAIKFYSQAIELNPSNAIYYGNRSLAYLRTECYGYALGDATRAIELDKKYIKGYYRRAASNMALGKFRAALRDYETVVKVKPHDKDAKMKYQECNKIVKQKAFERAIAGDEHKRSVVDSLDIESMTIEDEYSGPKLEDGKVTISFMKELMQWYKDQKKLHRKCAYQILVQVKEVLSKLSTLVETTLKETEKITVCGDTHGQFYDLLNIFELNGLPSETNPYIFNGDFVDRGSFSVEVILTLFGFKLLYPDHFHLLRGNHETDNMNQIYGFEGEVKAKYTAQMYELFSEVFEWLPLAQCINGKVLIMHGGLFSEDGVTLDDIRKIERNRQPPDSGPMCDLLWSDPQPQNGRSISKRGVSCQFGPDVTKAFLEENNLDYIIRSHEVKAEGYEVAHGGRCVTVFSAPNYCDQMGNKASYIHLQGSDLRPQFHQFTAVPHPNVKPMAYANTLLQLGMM
Fh CTSL1 inh: blocks F. hepatica cathepsin L1 in PFM18AAP counter-screen. recombinant F. hepatica cathepsin L1, Z-Leu-Arg-MCA fluorescence. inhibition, % at 5.96 µM. hit rate 0.49% among 300,000. AID 1906;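 active = inhibition above the mean of all tested compounds plus 3 SD, set per screening campaign, cut at about 17% in these data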;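 also: 0% = plate median of test compound wells and 100% = 1 µM Z-Phe-Ala-diazomethylketone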
The depositor's hits bear a star; / = not tested or not shown.

SMILES | PP1 inh | Efflux pump mplx | proCasp3 act | TPT1 inhibitor | HCV core dimer | JMJD2C inh | procasp7 counter | PP5 inh | Fh CTSL1 inh
O=C(Nc1ccc2c(c1)C(=O)OC2)c1ccc(Cl)cc1Cl | 2.3 | -0.3 | 2.4 | -3.3 | -4.2 | -19.3 | -3.0 | 0.6 | -1.9
Cc1ccc(S(=O)(=O)N2CCOC2CNC(=O)C(=O)NCc2ccncc2)cc1 (stereo not given) | 1.4 | -0.1 | 7.1 | -0.3 | 4.5 | -6.8 | 3.0 | 1.1 | 2.9
CCOC(=O)c1ccc(-c2csc(NC(=O)CN3CCC(C)CC3)n2)cc1 | -0.4 | 0.1 | 5.3 | -2.1 | -3.3 | -0.6 | -5.2 | 0.4 | 0.1
CCOC(=O)c1ccc(Nc2cc(C)nc(N3CCOCC3)n2)cc1 | 1.1 | -0.1 | 8.6 | -3.1 | 3.3 | -5.7 | -1.1 | 0.7 | 5.4
c1ccc(-n2ncc3c(NCc4ccccn4)ncnc32)cc1 | 2.1 | 0.0 | 1.0 | 0.0 | 0.0 | 3.7 | 3.1 | 2.4 | 0.7
O=C(NNc1ncnc2c1cnn2-c1ccc(F)cc1)c1cccs1 | -1.0 | -0.1 | -1.0 | -3.6 | -2.9 | -2.1 | -5.3 | 0.4 | 0.9
O=C(O)C(Nc1nc(C(F)(F)F)nc2ccccc12)c1ccccc1 (stereo not given) | -2.5 | 0.0 | 3.9 | 0.3 | 1.7 | -4.0 | 3.1 | 0.8 | -0.6
Cc1ccc(S(=O)(=O)Nc2cccc(C(=O)N3CCCC3)c2)cc1F | -9.7 | 0.1 | 9.5 | 1.2 | -12.4 | -6.3 | -5.3 | 1.8 | 7.0
O=C(Nc1cccc2cccnc12)c1ccc(Cl)cc1Cl | 0.5 | 0.0 | -3.5 | -0.6 | -0.6 | 5.1 | 3.1 | 1.4 | -0.9
Cc1ccccc1NS(=O)(=O)c1ccc2[nH]cc(C(=O)NCCCN3CCOCC3)c(=O)c2c1 | -1.1 | -0.1 | -2.5 | 6.5 | -0.3 | -0.2 | -0.6 | -2.1 | 2.4

Gathered by group: those above containing a Cl atom
SMILES | PP1 inh | Efflux pump mplx | proCasp3 act | TPT1 inhibitor | HCV core dimer | JMJD2C inh | procasp7 counter | PP5 inh | Fh CTSL1 inh
O=C(Nc1ccc2c(c1)C(=O)OC2)c1ccc(Cl)cc1Cl | 2.3 | -0.3 | 2.4 | -3.3 | -4.2 | -19.3 | -3.0 | 0.6 | -1.9
O=C(Nc1cccc2cccnc12)c1ccc(Cl)cc1Cl | 0.5 | 0.0 | -3.5 | -0.6 | -0.6 | 5.1 | 3.1 | 1.4 | -0.9

Carrying on:
SMILES | PP1 inh | Efflux pump mplx | proCasp3 act | TPT1 inhibitor | HCV core dimer | JMJD2C inh | procasp7 counter | PP5 inh | Fh CTSL1 inh
CC1(NC(=O)NCc2ccccc2)CCS(=O)(=O)C1 (stereo not given) | -4.6 | -0.2 | 5.4 | -0.1 | -2.1 | 2.6 | 4.5 | 0.8 | 2.0
CC(=O)c1c(C)n(-c2ccc(Br)cc2)c2ccc(O)cc12 | 1.2 | 0.0 | 0.6 | 1.5 | 3.3 | 3.2 | -15.7 | -0.4 | 5.2
Cc1ccc2c(c1)C=CC(C#N)N2C(=O)c1ccccc1 (stereo not given) | -1.0 | -0.1 | -3.2 | -3.6 | -7.0 | 4.6 | 7.4 | 1.6 | 2.0
Nc1ncnc2c1ncn2[C@@H]1O[C@H](CNCc2ccccc2OCC(=O)N2CCCCC2)[C@@H](O)[C@H]1O | / | -0.2 | 5.0 | / | / | 11.4 | 2.8 | / | /
CC1CC1C(=O)OCC(=O)Nc1ccccc1Oc1ccccc1 (stereo not given) | 1.6 | 0.1 | -1.1 | -4.6 | 3.2 | 2.4 | -0.1 | 3.0 | -8.3
Cc1ccccc1C(=O)Nc1cccc(-c2ccc(N3CCOCC3)nn2)c1 | 0.2 | -0.1 | -1.1 | -4.7 | -4.4 | 28.6 | 4.5 | -0.9 | -1.9
Cc1cc(/C=C2/C(=O)N(C)C(=S)N2C)c(C)n1C1CC1 | -0.5 | 0.3 | -4.5 | 29.6* | 11.0 | -9.0 | -11.5 | 0.8 | 1.9
Oc1c(Cl)cc(Cl)cc1C=Nc1ccccc1N1CCCC1 | -3.3 | -0.1 | -6.3 | 7.7 | 14.0 | -3.2 | -5.1 | 2.2 | 1.9
CCOC(=O)NC(=O)CSc1nnnn1-c1ccc(C)cc1 | 0.1 | 0.0 | 7.0 | -1.3 | -5.7 | 9.5 | 5.5 | -0.8 | -0.2
CCc1n[nH]c(=S)n1/N=C/c1c(O)ccc2ccccc12 | -3.0 | 0.0 | -4.2 | -1.0 | 6.5 | 26.9 | -2.2 | -0.8 | -0.6
CC1C/C(=C\c2cccnc2)C(=O)/C(=C/c2cccnc2)C1 (stereo not given) | 3.8 | 0.1 | -4.8 | 1.4 | 10.9 | 5.6 | 11.2 | 3.0 | -5.5
Cc1ccc(OCC(=O)NCc2ccco2)cc1C | -0.9 | 0.0 | 6.5 | 1.9 | 8.3 | -4.0 | 5.4 | 1.4 | 1.2
Cc1ccc(NN2C(=O)C=CC2=O)cc1 | 0.9 | 0.6 | 4.7 | 0.7 | 0.2 | 18.8 | -3.4 | 0.6 | -5.7
Cc1cc(NC(=O)CSc2nc3c(c(=O)n2CCc2ccccc2)SC(C)C3)no1 (stereo not given) | -3.1 | -0.1 | -1.6 | 1.0 | 4.8 | 6.1 | 2.4 | -0.8 | -0.5
COc1cc(/C=N/NC(=S)Nc2cccnc2)cc(OC)c1O | -2.2 | 0.1 | -8.7 | 1.1 | -142.3 | -2.2 | -17.5 | -1.1 | 0.6
O=C(NCCc1ccccc1)C(=O)NCC1OCCN1S(=O)(=O)c1ccccc1 (stereo not given) | 3.8 | -0.1 | 6.5 | 2.5 | -0.7 | -2.1 | -1.4 | -2.8 | -1.7
O=C(Nc1cccc2c1CCCC2)c1ccccc1F | -9.3 | 0.1 | -1.3 | -0.8 | -14.2 | -2.5 | -0.5 | 6.4 | -5.1
COC(=O)N1C(=O)[C@@](c2ccccc2)(C2CCCCC2)N1C(=O)OC | -2.1 | 0.1 | 1.8 | 2.7 | -3.2 | -2.0 | -10.2 | 0.3 | 0.4
Cc1ccc(-n2nc3c(c2NC(=O)CCC2CCCCC2)CS(=O)C3)cc1 (stereo not given) | 1.0 | 0.5 | 14.3 | 0.3 | -3.4 | 5.9 | 5.0 | 0.8 | -0.8
Cc1ccc(S(=O)(=O)c2nc(Nc3ccccc3C#N)sc2Cl)cc1 | -2.5 | 0.0 | 1.2 | -2.9 | 9.1 | -1.0 | -1.1 | -2.3 | 1.1
CC(C)CC(=O)N(c1nnc(-c2cccnc2)s1)C1CCCC1 | 1.4 | -0.1 | 7.2 | 0.9 | -3.0 | -6.0 | 6.8 | 0.5 | -5.6
CNC(=S)NNC(=O)c1ccc(=O)n(Cc2cccc(C(F)(F)F)c2)c1 | 1.1 | -0.1 | -6.8 | -5.4 | 0.8 | 5.6 | -9.1 | -9.0 | 11.3
FC(F)(F)c1ccnc(Oc2ccc(C3=NCCS3)cc2)c1 | -0.8 | 0.0 | -5.2 | -0.3 | 0.6 | -7.2 | 4.3 | 1.1 | -0.6
Nc1c(C(=O)c2ccc(Cl)cc2)sc2nsc(SCCN3CCOCC3)c12 | -3.4 | -0.1 | -15.1 | 41.2* | -7.8 | -1.8 | -24.0 | 1.1 | 3.6
CC(C)CCNC(=O)[C@H](Cc1ccccc1)N1Cc2ccccc2C1=O | -1.3 | -0.1 | 2.4 | -3.5 | 4.6 | -6.2 | -11.7 | 0.7 | 1.4
O=C(COc1ccccc1)NNc1c2ccccc2nc2ccccc12 | 0.9 | 0.2 | -13.7 | 7.3 | -17.3 | -2.6 | -2.7 | 2.6 | 0.9
CCOC(=O)C1=C(NC#N)OC(C)=C(C)C1c1ccc(O)cc1 (stereo not given) | -1.7 | -0.1 | -1.4 | 2.4 | 4.6 | 10.3 | -12.7 | 1.5 | -5.8
Cc1cc(NC(=O)c2cc(-c3ccco3)on2)n(-c2ccccc2)n1 | 0.1 | -0.1 | 4.0 | 11.9 | 4.1 | -0.6 | 1.2 | -1.9 | 4.2
CCn1c(SCC(=O)Nc2nc(C)c(C)s2)nnc1-c1ccco1 | -2.8 | 0.2 | -11.6 | 0.9 | -1.4 | 1.2 | 3.0 | 3.6 | -1.5
O=C(CCS(=O)(=O)c1ccc(Cl)cc1)N1CCN(c2ccccc2F)CC1 | 1.6 | 0.0 | -1.0 | -0.1 | -1.8 | 5.9 | 8.7 | 2.1 | 0.1
CCN1CCN(c2nc(-c3cccs3)nc3ccccc23)CC1 | 1.0 | 3.3 | 1.7 | -1.4 | -3.2 | -0.1 | 7.5 | 1.8 | -14.5
Nc1nc(-n2cnnc2)nn1-c1ccccc1 | -3.6 | 0.1 | 3.5 | 1.1 | -2.7 | -0.3 | 21.7 | -1.4 | -1.9
CCn1c(NCc2ccccc2Cl)nc2ccccc21 | -3.3 | 0.3 | -6.6 | -5.0 | -7.0 | -3.7 | -1.4 | -0.4 | -1.6
CC12CCC(C(=O)N(NC(=O)c3ccccc3O)C1=O)C2(C)C (stereo not given) | -3.9 | -0.1 | 18.4 | -1.0 | -1.9 | 10.7 | -0.2 | -1.2 | 3.2
Cc1ccccc1C(=O)c1cccn1CC(=O)O | -0.3 | 0.1 | 12.1 | 1.7 | 4.6 | -9.9 | -2.6 | 0.2 | -1.8
CCc1noc2c1/C(=N\O)CC(c1ccccc1)C2 (stereo not given) | 0.8 | -0.1 | -1.5 | -1.9 | 0.8 | -0.2 | 15.7 | 2.3 | -4.1
C=CCOc1ccc(Cl)cc1C(=O)O | -0.8 | -0.2 | 2.5 | -1.7 | -12.0 | 2.3 | 2.4 | 1.0 | -1.8
COc1cc2sc3cc(NCC[C@@H]4CCCN4C)ccc3c(=O)c2cc1OC | / | -0.2 | -0.3 | / | / | 19.8 | 0.6 | / | /
CC(=O)NC(CC(=O)NC1CCCCC1)c1ccccc1 (stereo not given) | -1.1 | 0.2 | 1.6 | 3.2 | -1.2 | 0.4 | 2.4 | -3.4 | -2.3
COc1ccc(OC)c(NC(=O)CCCNC(=O)c2ccc(Cl)cc2)c1 | 0.3 | 0.3 | -1.4 | 1.6 | -2.2 | -33.4 | 7.0 | 1.6 | 2.3
CSc1ccccc1NC(=S)Nc1cccc(C(F)(F)F)c1 | -1.4 | 0.3 | -6.3 | 3.5 | -3.9 | 3.1 | -3.6 | 3.3 | 0.7
CC(C)C(=O)N1CC(=O)Nc2ccc(F)cc2C1c1ccc(F)cc1 (stereo not given) | 6.4 | -0.1 | 3.3 | -3.9 | 5.1 | -30.4 | -1.1 | 1.5 | -2.5
CCOC(=O)N1CCN(C(=O)/C(=C\c2cccs2)NC(=O)c2cccs2)CC1 | -0.5 | 0.0 | -3.4 | -4.1 | 7.8 | 5.5 | 5.7 | -1.6 | 4.8

Bioassay records (PubChem)
